# Yfh1-depleted yeast – enhancers of respiration in Yfh1-depleted yeast, dose response, Friedreich's ataxia, plus single-dose screen (AID 1465) | one-dose fold induction at 50 µM; EC50 in µM for titrated hits | actives 0.074% (n = 220,000) | S. cerevisiae Yfh1-off respiration, WST-1 reduction, 72 h; higher fold induction means a stronger effect;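 active means fold induction of absorbance versus untreated yeast above a set limit, then at least 30% activation at any dose in follow-up; inconclusive means repeats straddling the limit, or above it without dose testing; inactive means fold induction below the set limit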;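 further: activators that raise dye reduction in frataxin-depleted yeast; strong numbers were not always called active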
# b-catenin transl – modulators of beta-catenin nuclear translocation. HeLa beta-catenin nuclear translocation, immunofluorescence imaging. actives 0.3% (n = 190,000). nuclear translocation activity, % at 5 µM;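 active means nuclear translocation activity above 50% at 5 µM, with a well cell count of 50 or more; inconclusive means wells under 50 cells across six images, flagged as toxic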;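 further: per-cell ratio of nuclear to cytoplasmic median beta-catenin stain intensity; plate controls were DMSO negative control for no effect and GSK-3 inhibitor IX positive control for full effect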
#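 System: Human HeLa cells, endogenous beta-catenin | Compound dosing: 5 µM primary, 0.02–20 µM confirmation | Timing: 24 h compound exposure at 37°C, 5% CO2 | Measured by: Fluorescence imaging of beta-catenin antibody stain plus DAPI | Read-out basis: % activation of per-cell nuclear versus cytoplasmic median beta-catenin signal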
# HIV peptide binding – inhibitors of HIV fusion peptide binding, primary screen, biochemical, uHTS, fluorescence dequenching (AID 1986). cell-free peptide binding, fluorescence dequenching, 30 min; higher % means a stronger effect. one-dose inhibition, % at 20 µM; IC50 in µM for titrated hits. actives 0.3% (n = 290,000); in the data active means inhibition mostly above about 52%, no sharp cut-off; inactive means mostly below about 76%; further: some results filed as inactive read as strong as hits
# WT yeast gro inh – growth inhibition of WT yeast, mitochondrial fusion screen; inhibition, % at 10 µM; actives 2.1% (n = 190,000); mitochondrial fusion phenotypic screen, WT strain; in the data active means inhibition above about 58%; tested in S. cerevisiae
# Ins promoter up – MIN6 insulin promoter up-regulation | MIN6 insulin promoter-GFP reporter, high-content imaging; active compounds read high | z-score at 5 µM | actives 0.3% (n = 190,000);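 active means z-score above 3 at 5 µM with at least 500 cells counted in the well; inconclusive means wells under 500 cells, flagged as cytotoxic or low count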
# Autophagy HCS – modulators of autophagy. actives 0.98% (n = 190,000). AID 463193. MEF GFP-LC3 puncta imaging; test concentration mostly 10 µM. calls only at 10 µM (by protocol);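 active means percentage of spot-positive cells more than 3 SD above its plate mean, without a fluorescence outlier flag or 80% toxicity; inconclusive means no clear call, values can overlap the other calls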;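 further: spot-positive cell cutoff set from DMSO-treated cells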
# Dynein cargo inh – dynein cargo transport inhibition | 3617.4 mouse cells, GR-EGFP nuclear translocation imaging; test concentration mostly 20 µM; stimulated with dexamethasone, 1 µM; active compounds read low | z-score, hits read low | actives 0.47% (n = 220,000) | AID 1381;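 active means plate z-score of nuclear minus cytoplasmic receptor signal below a set negative limit, without overly bright fluorescence or cell loss, cut at about -3.5 in these data, passing the limit was not always enough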;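 further: z-score of nuclear minus cytoplasmic ring GR-EGFP intensity difference per well; some compounds called inactive have numbers as strong as hits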
#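 medium = tetracycline-free induction medium containing charcoal-stripped FBS | probe or stimulus = dexamethasone, 1.0 µM final | timing = 48 h induction, then 1 h compound, then 30 min agonist, 37 °C | detection = automated 10x imaging of fixed Hoechst-stained cells | read-out basis = nuclear versus cytoplasmic GR-EGFP signal, averaged per well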
# AID2073 – disruptors of CaV2.2 binding to Mint1 – biochemical, HTRF (AID 2073). HTRF protein-protein interaction, Mint1-CaV2.2; higher % means a stronger effect. actives 0.19% (n = 290,000). inhibition, % at 20 µM, or IC50 in µM where a hit was titrated; in the data active means inhibition mostly above about 51%, no sharp cut-off; inconclusive means no clear call, values can overlap the other calls; inactive means mostly below about 53%; further: some results filed as inactive read as strong as hits
# MT stabilize HCS – stabilizes microtubules in HeLa cells | HeLa tubulin immunostaining HCS, 24 h; share of cells brighter than vehicle mean+2SD | % tubulin-high responders, % at 10 µM | actives 0.83% (n = 200,000) | AID 2205;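 active means plate Z-score above 3 for both tubulin-high and condensed-nucleus cell shares, with cell loss under 80%, at 10 µM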;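 further: anti alpha tubulin signal scored within the nucleus-defined area of each cell; some results filed as inactive read as strong as hits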
# WT yeast gro inh mutant strain – recorded beside WT yeast gro inh, whose call it bears; inhibition, %; mitochondrial fusion phenotypic screen, mutant strain inhibition
# Dynein cargo inh cytoplasmic EGFP – also measured in Dynein cargo inh; calls as there; z-score; measured here: cytoplasmic GR-EGFP intensity; active compounds read high
# Dynein cargo inh nuclear GR-EGFP – second read-out of Dynein cargo inh, no call of its own (marks repeat the call); z-score; measured here: nuclear GR-EGFP intensity;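 lower value marks the stronger effect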
# Dynein cargo inh cell count – further read-out of Dynein cargo inh, marked with its call; z-score; measured here: cell count per field
# Ins promoter up cell count – recorded beside Ins promoter up, whose call it bears; cell count; measured here: cytotoxicity, nuclei count;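 total cells summed across four imaged fields per well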
# b-catenin transl cell count 5 µM – second read-out of b-catenin transl, no call of its own (marks repeat the call); cell count; measured here: cell count, cytotoxicity flag
# MT stabilize HCS Hoechst-high % – recorded beside MT stabilize HCS, whose call it bears; % Hoechst-high responders; measured here: nuclear condensation Hoechst responders;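 share of cells brighter than vehicle mean plus two SD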
# MT stabilize HCS cytotoxicity % – second read-out of MT stabilize HCS, no call of its own (marks repeat the call); toxicity, %; measured here: cytotoxicity by cell density;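 0% = mean cell density of plate MIN control wells and 100% = no cells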
# Autophagy HCS cell loss 18 h – also measured in Autophagy HCS; calls as there; toxicity, %; measured here: cell loss, nuclei count;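 cell loss after 18 h compound exposure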
# The depositor's hits bear a star; i = inactive; ? = inconclusive; nt = not tested or not shown.
SMILES,Yfh1-depleted yeast,b-catenin transl,b-catenin transl cell count 5 µM,HIV peptide binding,WT yeast gro inh,WT yeast gro inh mutant strain,Ins promoter up,Ins promoter up cell count,Autophagy HCS,Autophagy HCS cell loss 18 h,Dynein cargo inh,Dynein cargo inh cytoplasmic EGFP,Dynein cargo inh nuclear GR-EGFP,Dynein cargo inh cell count,AID2073,MT stabilize HCS,MT stabilize HCS Hoechst-high %,MT stabilize HCS cytotoxicity %
O=C(NCCc1c[nH]c2ccccc12)Nc1cccc2ccccc12,i,-2.5,1246,0.7%,2,-3,nt,nt,i,-4,-0.26,-0.18,-0.22,0.41,18%,1.2,1.3,4.0
CCOCCCNC(=O)NC12CC3CC(CC(C3)C1)C2,i,-0.2,1130,2.3%,58*,15*,0.28,1133,i,21,0.12,-0.31,0.19,-0.057,1%,5.6,4.8,11
O=C(C1COc2ccccc2O1)N1CCN(Cc2ccc3c(c2)OCO3)CC1 (stereo not drawn),i,1.0,1134,0.5%,21,21,0.33,905,i,16,-0.16,-0.15,0.23,0.081,-3%,4.9,2.2,7.0
CCCCc1c(C(=O)O)cc(OC)cc1C(=O)O,i,-1.5,1211,0.1%,-7,-9,-0.24,989,i,3,-0.55,-0.25,0.38,0.14,-6%,3.3,1.8,4.5
Cc1cccc(S(=O)(=O)Nc2nc3ccccc3nc2NCC2CCCO2)c1 (stereo not drawn),i,-3.9,1223,1.9%,nt,nt,-0.18,1350,nt,nt,0.27,-0.19,-0.27,0.048,-5%,nt,nt,nt
Cc1nc(C)c(C(=O)NCc2ccc(Cl)cc2)o1,i,1.2,1432,1.0%,-9,2,-0.49,1244,i,43,0.62,-0.3,0.64,-0.46,-5%,3.0,2.8,20
CCN(CC)S(=O)(=O)c1ccc2[nH]cc(C(=O)NCCCN3CCCCC3)c(=O)c2c1,i,-1.6,529,0.2%,4,-16,0.24,1287,i,-29,-0.32,-0.28,0.35,0.74,8%,8.3,1.8,9.4
COc1ccc(C)cc1S(=O)(=O)Nc1cccc(C)c1,i,4.8,923,-0.7%,3,-6,-0.63,1582,i,5,1.5,-0.081,1.1,-0.88,-6%,2.7,1.1,11
CCOC(=O)c1sc(NC(=O)CN2CCCC2)c(C(=O)OCC)c1C,nt,-3.4,1157,3.5%,16,6,-1.9,1217,i,5,-0.94,-0.25,-0.45,-0.17,4%,2.7,1.5,7.7
CCOC(=O)C1CCN(S(=O)(=O)c2ccc(Cl)nc2)CC1,i,-0.1,1290,-1.1%,nt,nt,-0.26,1034,nt,nt,-0.64,-0.22,-0.36,-0.095,6%,nt,nt,nt
COCCCN1CCN(C2Cc3ccccc3Sc3ccc(Cl)cc32)CC1 (stereo not drawn),i,-1.0,862,-1.5%,70,73,nt,nt,i,17,0.79,0.073,0.094,-0.58,-1%,1.4,1.6,5.5
COc1ccc(C(=O)NCC(=O)OCC(=O)Nc2c(C)n(C)n(-c3ccccc3)c2=O)cc1,i,nt,nt,0.3%,-22,-5,nt,nt,i,-4,-0.23,-0.23,-0.3,0.3,-2%,3.3,2.0,1.3
Cc1ccc(S(=O)(=O)N(c2ccccc2)C2CCS(=O)(=O)C2)cc1 (stereo not drawn),i,-5.0,1030,-1.1%,-32,-10,0.58,1396,i,37,-0.27,-0.23,0.041,0.21,23%,1.2,1.0,2.6
Cc1nnc(SCC(=O)Nc2ncc(Cl)cc2Cl)n1Cc1ccccc1,i,nt,nt,-1.0%,-18,-3,0.7,938,i,-6,0.068,-0.51,-0.27,0.63,-1%,1.0,1.0,15
Cc1cc(=O)n2[nH]c(NCc3c(F)cccc3Cl)nc2n1,i,0.5,1474,1.3%,-8,-10,-0.19,1553,i,11,-0.61,0.08,-0.73,1.1,11%,1.4,1.2,4.3
O=C(COn1nnc2ccc(C(F)(F)F)cc21)Nc1nnc(-c2ccccc2)o1,i,0.1,1026,11%,-14,-17,0.31,1735,i,-4,-0.054,-0.11,0.17,0.1,-7%,1.5,1.6,1.3
O=C(O)c1ccc(/C=N/Nc2nc(N3CCCCC3)nc(N3CCCCC3)n2)cc1,i,0.1,1278,0.0%,nt,nt,-0.14,995,nt,nt,-0.19,-0.23,0.37,0.03,8%,nt,nt,nt
CCOc1cccc(C(=O)NCc2ccccc2)c1,i,-0.1,1541,0.1%,6,-14,nt,nt,i,-3,-1.1,-0.19,-0.71,0.081,2%,3.6,3.2,7.3
CN1C(=O)S/C(=C/c2ccccc2OCc2ccc(C(=O)O)cc2)C1=O,i,1.2,912,4.5%,-18,-2,-0.31,1730,i,3,-1.1,-0.26,-0.68,1,9%,5.0,1.1,12
Cc1ccc(NCCC(=O)c2cccs2)cc1,i,-1.7,1083,0.4%,-10,9,-0.49,1585,i,-8,1.1,-0.16,0.95,-2.1,27%,2.8,4.1,8.7
Cc1cccc(OC(=O)CCN2C(=O)C3C4C=CC(C5CC45)C3C2=O)c1C (stereo not drawn),i,2.1,844,-0.4%,3,-2,0.16,1671,i,-2,1.6,-0.28,0.59,-1.2,7%,6.0,1.2,0.0
Cc1cc(C[n+]2cc(Cl)ccc2N)c2ncccc2c1,i,0.7,1217,0.4%,nt,nt,-1.1,879,nt,nt,-0.12,-0.79,-0.22,-0.28,3%,nt,nt,nt
COC(=O)c1c(NC(=O)CSc2nnnn2-c2ccccc2)sc2c1CCC(C(C)(C)C)C2 (stereo not drawn),i,0.5,1057,2.8%,-12,4,-1.5,833,i,4,-0.16,0.49,0.43,0.81,8%,2.2,1.0,9.4
Cc1[nH]c2ccccc2c1C(=O)CN1CCC(C)CC1,i,-2.1,975,2.4%,-8,-10,-1.4,1382,i,-20,-0.71,-0.072,0.12,-0.16,-11%,2.1,1.6,9.4
CC1CCc2cc(F)cc3c(O)c(C(=O)NCc4ccco4)c(=O)n1c23 (stereo not drawn),nt,nt,nt,8.7%,7,-3,nt,nt,i,-9,0.21,-0.27,0.51,-1.1,34%,4.3,2.2,4.7
Cc1ccc(OCC(=O)Nc2ccc3c(c2)OCO3)c([N+](=O)[O-])n1,i,nt,nt,2.5%,0,7,0.69,1373,i,1,0.22,0.42,-0.14,-1.3,0%,4.2,3.3,5.0
Cc1cc(C(=O)NNS(=O)(=O)c2ccc(C(C)(C)C)cc2)nn1C(C)(C)C,i,-0.7,1309,-1.4%,nt,nt,0.64,1198,nt,nt,-0.0015,-0.15,0.04,-0.42,-9%,nt,nt,nt
O=C1C=C(Nc2ccccc2C(=O)O)c2ccccc2C1=O,?,0.2,1299,5.7%,nt,nt,0.21,1087,nt,nt,-0.7,-0.73,-0.2,-0.35,-13%,nt,nt,nt
CS(=O)(=O)N1N=C(c2ccco2)CC1c1ccc(Br)cc1 (stereo not drawn),i,-1.5,1178,6.2%,14,4,-1.1,1447,i,6,0.77,-0.26,0.67,-0.74,-5%,6.0,2.2,9.1
O=C(NNC(=O)c1ccc(SCC2CCCO2)c([N+](=O)[O-])c1)c1ccc(F)cc1 (stereo not drawn),i,-4.2,994,1.2%,-38,7,0.77,1341,i,1,-0.3,-0.18,-0.028,0.44,-2%,2.9,1.8,7.4
CCOc1cccc(OCCOCCN2CCCC2)c1,i,-0.2,1055,2.5%,-7,-16,-0.09,1943,i,15,-0.29,-0.28,0.67,0.023,-1%,3.5,2.4,8.7
COC(=O)c1cccc(Oc2cccc(Cl)n2)c1,i,1.2,1098,2.6%,-25,5,0.34,1160,i,9,0.11,-0.24,0.37,0.3,-12%,3.3,1.8,7.9
N#Cc1ccccc1CSc1nnc(Cc2ccccc2)o1,i,0.8,1352,-1.1%,16,9,0.29,1415,i,9,-0.24,-0.31,-0.21,0.85,-4%,1.3,1.8,5.1
O=C1C(Nc2ccccc2)=C(N2CCCCC2)C(=O)c2ccccc21,i,0.4,1298,0.8%,6,2,-1.2,1119,i,2,-0.78,-0.16,-0.52,-0.017,-17%,1.4,1.4,2.4
COc1cnc(-c2ccccn2)[nH]c1=O,nt,3.3,1111,1.0%,1,-15,0.16,1196,i,-1,1.3,-0.19,0.69,-0.7,12%,2.4,1.9,3.6
CCOC(=O)C1(CCc2ccccc2)CCN(Cc2c(O)cccc2OC)CC1,i,-0.4,1049,-0.3%,28,16,-1.7,1153,i,5,0.13,-0.27,-0.055,0.85,6%,1.9,1.5,2.8
Cc1ccc(NC(=O)c2cn(CCC#N)nc2-c2cccs2)c([N+](=O)[O-])c1,i,2.6,994,-1.7%,5,-14,-0.6,1170,i,-2,0.78,-0.06,0.69,-1.1,0%,4.9,2.6,7.0
O=C(Nc1cccc(S(=O)(=O)N2CCOCC2)c1)c1ccco1,i,1.1,981,-1.3%,nt,nt,0.62,853,i,-7,-0.79,-0.029,-0.12,0.067,-4%,0.9,1.5,4.7
CC1(C)CN(c2cccc(C#N)c2)C1=O,i,0.9,1124,0.1%,-19,12,-0.57,1284,i,19,0.89,-0.17,0.35,-0.13,0%,2.6,2.6,5.1
C(=N\n1cnnc1)/c1ccc2c(c1)OCO2,i,0.6,1183,-1.8%,15,3,-0.2,936,i,-2,0.12,-0.31,0.55,0.18,-1%,4.2,2.0,7.6

# Source: PubChem
